ssDAF12 agonist: activators of S. stercoralis DAF-12 nuclear receptor; HEK293 ssDAF-12/GRIP1 lit1-tk-luc reporter, luminescence; % of 3 µM dafachronic acid response; activation, % at 6.8 µM; 1% of 370,000 active; AID 652126;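 active = activation above the mean over all tested compounds plus 3 SD, cut at about 0.9% in these data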;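 note: 0% = DMSO-only wells and 100% = 3 µM delta7-dafachronic acid wells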
hcDAF-12 act: activators of H. contortus DAF-12 nuclear receptor. AID 652067. activation, % at 6.8 µM. HEK293 hcDAF-12 lit1-tk-luc reporter, luminescence; 0% DMSO, 100% Δ7-dafachronic acid. 1.4% of 370,000 active;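 active = activation above the mean of all tested compounds plus 3 SD, cut at about 5.5% in these data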;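 note: 100% = response to 3 µM Δ7-dafachronic acid high control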
ADAM17 inh: inhibitors of human ADAM17. P78536. recombinant ADAM17, EDANS/DABCYL FRET peptide cleavage. inhibition, % at 6.95 µM. 0.83% of 370,000 active;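 active = inhibition above the mean of compounds lying between control limits plus 3 SD, set per campaign, cut at about 8.5% in these data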;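 note: 0% = DMSO-only wells as the low control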
Target sequence (P78536 215-824 limits assumed): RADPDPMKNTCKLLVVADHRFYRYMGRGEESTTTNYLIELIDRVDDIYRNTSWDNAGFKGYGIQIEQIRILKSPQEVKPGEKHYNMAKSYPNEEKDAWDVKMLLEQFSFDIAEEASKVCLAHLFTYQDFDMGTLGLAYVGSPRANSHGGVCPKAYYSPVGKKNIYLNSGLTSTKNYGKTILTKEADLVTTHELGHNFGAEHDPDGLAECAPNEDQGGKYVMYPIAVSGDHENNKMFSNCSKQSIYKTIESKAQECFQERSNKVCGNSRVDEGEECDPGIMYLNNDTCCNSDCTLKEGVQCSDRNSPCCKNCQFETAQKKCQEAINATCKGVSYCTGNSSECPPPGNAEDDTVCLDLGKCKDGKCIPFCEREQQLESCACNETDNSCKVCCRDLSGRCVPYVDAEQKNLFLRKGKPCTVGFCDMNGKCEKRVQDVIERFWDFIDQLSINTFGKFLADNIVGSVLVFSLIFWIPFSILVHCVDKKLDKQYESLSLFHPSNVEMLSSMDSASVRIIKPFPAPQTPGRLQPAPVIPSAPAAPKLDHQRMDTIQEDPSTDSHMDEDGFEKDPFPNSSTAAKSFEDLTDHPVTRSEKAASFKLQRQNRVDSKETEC
PLCg1 inh: PLC-gamma1 (human) inhibition, primary screen | inhibition, % at 12.2 µM | purified PLC-gamma1, fluorogenic substrate, fluorescence | 0.84% of 370,000 active | P19174; in the data active = inhibition above about 9.5%
MBD2 DNA inh: inhibitors of human MBD2 binding to methylated oligonucleotide; Q9UBB5; TR-FRET; inhibition, % at 4.4 µM; 0.31% of 370,000 active; AID 686964; in the data active = inhibition above about 13%
hgDAF12 agonist: agonists of H. glycines DAF-12 nuclear receptor; AID 687014; HEK293 GAL4-hgDAF12 UAS-luciferase reporter, agonist luminescence; normalized to butyrate control; 1.8% of 370,000 active; activation, % at 6.8 µM;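 active = activation above a cutoff set at the mean of all screened compounds plus 3 SD, cut at about 10% in these data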;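 note: 0% = DMSO wells and 100% = sodium butyrate wells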
PLC-beta3 inh: PLC-beta3 (human) inhibition, primary screen; Q01970; Purified PLC-beta3, fluorogenic substrate, fluorescence; inhibition, % at 12.2 µM; 0.18% of 370,000 active; in the data active = inhibition above about 11%;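 note: 0% = median of compound wells on plate and 100% = full blocker control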
Rev-erbA mod: modulates human Rev-erb alpha binding to DNA. P20393. 0.79% of 370,000 active. Rev-erbα–FITC-DNA binding, fluorescence polarization, 90 min. activity, % at 10 µM;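 active = activity above about 14%, limit read from the data; passing the limit was not always enough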;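 note: 0% = DMSO wells with 35 nM protein and 100% = DMSO wells with 750 nM protein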
SMARCA2 act: activators of SMARCA2 function; MG213 cells, MMTV-luciferase reporter, dexamethasone, overnight; activation, % at 9.1 µM; 1% of 370,000 active; in the data active = activation above about 7.8%;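 note: 0% = vehicle wells and 100% = reference activator wells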
DAX1 inh-1: DAX1 (NR0B1) inhibition, primary screen; AID 652010; inhibition, % at 6.8 µM; 1.1% of 370,000 active; HEK293T StAR-luciferase reporter, SF-1/DAX-1 repression relief;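 active = inhibition above the mean over all tested compounds plus 3 SD, cut at about 3.6% in these data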;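 note: 0% = DAX-1 cells with DMSO and 100% = cells lacking DAX-1 with DMSO; higher inhibition means more luminescence from relief of DAX-1 repression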
DAX1 inh-2: inhibits human nuclear receptor DAX1; 0.99% of 340,000 active; HEK293 Gal4-DAX1 luciferase reporter, luminescence; inhibition, % at 6.75 µM; AID 504766;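 active = inhibition above the mean over all tested compounds plus 3 SD, cut at about 4.2% in these data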;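 note: 0% = DAX1-transfected cells with DMSO and 100% = empty-vector control cells with DMSO; inhibition shows as a rise in luminescence from relieved DAX1 repression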
Target sequence (P51843 207-470 limits assumed): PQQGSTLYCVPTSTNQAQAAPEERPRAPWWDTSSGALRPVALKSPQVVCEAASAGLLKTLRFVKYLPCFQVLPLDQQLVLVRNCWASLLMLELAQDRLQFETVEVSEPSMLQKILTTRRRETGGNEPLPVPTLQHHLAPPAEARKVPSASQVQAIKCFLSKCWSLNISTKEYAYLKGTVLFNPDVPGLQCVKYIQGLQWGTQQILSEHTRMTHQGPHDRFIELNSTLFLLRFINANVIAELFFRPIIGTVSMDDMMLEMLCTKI
* hit, by the source's call; . = no result given.

| smiles | hgDAF12 agonist | ADAM17 inh | PLCg1 inh | ssDAF12 agonist | Rev-erbA mod | hcDAF-12 act | PLC-beta3 inh | SMARCA2 act | MBD2 DNA inh | DAX1 inh-1 | DAX1 inh-2 |
| --- | --- | --- | --- | --- | --- | --- | --- | --- | --- | --- | --- |
| COCCN(CC(=O)NC1CCCCC1)C(=O)/C=C/C(=O)c1ccc(OC)cc1O | -0.1 | -8 | -5 | -2.3 | 2 | -1.2 | -10 | 1 | 4 | -0.3 | -4.5 |
| CCc1cccc(NC(=O)Nc2ccc3c(c2)OCO3)c1 | 4.0 | 1 | 0 | -1.6 | -7 | -1.2 | 3 | -2 | -4 | -0.1 | 0.2 |
| COc1ccc(-c2ccnc(SCC(=O)c3ccc(OC)c(OC)c3)n2)cc1 | 4.7 | 3 | 9 | -1.1 | 4 | -2.8 | 4 | 7 | -1 | -0.3 | 1.3 |
| COCCNS(=O)(=O)c1cc(F)ccc1OC | 0.6 | -1 | 8 | -1.0 | 4 | -0.4 | 4 | -4 | -7 | 0.3 | 2.7 |
| CN1CCN(C(=O)c2ccc(COc3cc(Cl)ccc3Cl)o2)CC1 | -2.2 | -1 | -3 | -1.1 | -2 | -0.4 | -6 | -1 | 1 | -0.5 | -0.7 |
| O=C(COc1ncnc2ccccc12)NCCc1ccc(F)cc1 | -1.2 | -3 | 1 | -1.8 | -1 | -0.9 | 4 | 1 | 0 | -0.6 | 0.9 |
| COC(=O)[C@H](C(C)C)N1CCc2nnn(Cc3ccc(C)cc3)c2-c2cc(F)ccc2S1(=O)=O | -2.1 | 3 | 1 | -2.0 | 0 | -2.7 | 2 | -4 | 1 | -1.1 | . |
| COc1ccc(-c2c(C)nn3c(N4CCC5(CC4)OCCO5)cc(C)nc23)cc1OC | -0.2 | -24 | -23 | -1.7 | -1 | -1.1 | -17 | -2 | 1 | -0.4 | 0.4 |
| O=C(CN(Cc1ccc(Br)cc1)S(=O)(=O)c1ccccc1)NCc1ccccn1 | -2.1 | 2 | -1 | -1.1 | 0 | -1.6 | 0 | -2 | 1 | -2.0 | -0.2 |
| COC(=O)C1=C(C)Nc2[nH]c(=S)[nH]c(=O)c2C1c1ccc(OC)cc1 (stereo not drawn) | -1.7 | 2 | -2 | -1.3 | -1 | 1.8 | -2 | 4 | 0 | 0.0 | 0.0 |
| Cc1ccc(S(=O)(=O)NC(CCCNC(=O)OCc2ccccc2)C(=O)O)cc1 (stereo not drawn) | 0.0 | -3 | 4 | -0.8 | 5 | 0.5 | -5 | -2 | 3 | -0.1 | . |
| COc1cc(OC)cc(-n2nnnc2SCC(=O)NCCc2ccc(OC)c(OC)c2)c1 | -1.2 | 1 | -1 | -1.6 | 4 | -1.5 | 0 | 1 | -4 | 0.6 | 0.0 |
| COc1ccccc1-c1csc(C(C)(NC(C)=O)c2ccccc2)n1 (stereo not drawn) | -3.5 | 0 | 3 | -1.2 | -2 | -2.0 | 2 | 6 | 0 | 0.0 | . |
| Cc1ccc(C(=O)c2ccc(C)cc2)cc1 | 5.5 | -5 | -1 | -1.4 | 2 | 0.7 | -2 | 1 | 2 | -0.1 | -0.1 |
| CN(c1ccc(S(=O)(=O)N2CCOCC2)cn1)C1CCCCC1 | -2.8 | -6 | 2 | -1.5 | 4 | -2.4 | -3 | -1 | 3 | -1.3 | 0.0 |
| C=C(C)C1CC=C(C)/C(=N/NC(=O)COc2cccc3ccccc23)C1 (stereo not drawn) | -0.5 | 2 | 4 | -0.9 | -1 | -1.8 | -1 | -4 | 2 | 0.5 | 0.4 |
| N#CC1=C(N)C(C#N)(C#N)C2(CCC3(CC2)OCCO3)C2CC3(CC=C12)OCCO3 (stereo not drawn) | -0.8 | -20 | -13 | -1.2 | -8 | -0.4 | -17 | 2 | -3 | -0.4 | 0.3 |
| Cc1ccc(CN2C(=O)CSc3ccc(C(=O)NC4CC4)cc32)cc1 | -0.4 | -1 | 2 | -0.9 | 2 | -0.8 | -5 | -3 | 3 | -1.0 | -2.0 |
| CCCC(=O)c1cc(F)c(N2CCN(S(=O)(=O)c3ccccc3)CC2)cc1C | -3.2 | -1 | 3 | -1.3 | -2 | -1.9 | 0 | -1 | 1 | -0.5 | -1.6 |
| O=C(O)C1CCCCC1C(=O)NCCC(c1ccccc1)c1ccccc1 (stereo not drawn) | -1.5 | -7 | 0 | -1.1 | -2 | -1.3 | 2 | -1 | 7 | 0.5 | -0.1 |
| CCN(CC)S(=O)(=O)c1ccc(/C=C/C(=O)OCC(=O)NNC(=O)c2ccc(OC)cc2)cc1 | 0.3 | -5 | 2 | -0.9 | -5 | -0.5 | -7 | -1 | -5 | -0.5 | -0.7 |
| Cc1ccc(-c2nc3ccccc3s2)cc1S(=O)(=O)N1CCOCC1 | 2.3 | -2 | 4 | -0.4 | 1 | 4.1 | 5 | 3 | 5 | 0.5 | 0.1 |
| Cc1cc2c(cc1C)CSC(c1c(O)ccc3ccccc13)SC2 | 0.9 | -4 | 2 | -1.1 | 2 | -0.2 | 0 | 0 | 3 | 0.0 | 0.3 |
| Cc1cc(/C=C(\C#N)C(=O)NCc2ccccc2)cc(C)c1O | 0.9 | -2 | -10 | -1.6 | 1 | 0.4 | -17 | -3 | -4 | -0.4 | 0.3 |
| COC(=O)[C@@H](Cc1ccccc1)NC(=O)Cn1cc(C)c(=O)[nH]c1=O | 1.2 | -4 | -4 | -0.6 | 6 | 1.2 | -1 | 2 | -1 | 1.5 | -0.8 |

| smiles | hgDAF12 agonist | ADAM17 inh | PLCg1 inh | ssDAF12 agonist | Rev-erbA mod | hcDAF-12 act | PLC-beta3 inh | SMARCA2 act | MBD2 DNA inh | DAX1 inh-1 | DAX1 inh-2 |
| --- | --- | --- | --- | --- | --- | --- | --- | --- | --- | --- | --- |
| O=C(O)CCCCCn1c(SCc2cc(=O)n3ccccc3n2)nc2ccsc2c1=O | -2.0 | -21 | -38 | -0.6 | -4 | -2.1 | -55 | -5 | -6 | -0.4 | -1.6 |
| CCC(=O)Nc1ccccc1C(=O)OC(c1ccccc1)c1ccccc1 | 1.0 | 0 | -3 | -1.4 | 11 | -1.4 | -1 | -2 | 1 | 0.3 | -0.1 |
| CC(c1c[nH]c2ccccc12)c1c(-c2ccccc2)n(C)c2ccccc12 (stereo not drawn) | 0.4 | -2 | -4 | -0.5 | 3 | 3.4 | -9 | -5 | 5 | -0.4 | . |
| COc1ccc(-n2c(SCc3ccc([N+](=O)[O-])cc3)nnc2-c2ccco2)cc1 | 2.4 | -2 | 0 | -1.5 | 3 | -2.8 | -1 | -5 | -7 | -1.1 | . |
| COc1ccc(CCNC(=O)CN(C2CCCCC2)S(C)(=O)=O)cc1OC | 0.3 | -4 | 3 | -1.0 | 2 | -0.8 | -1 | 2 | 0 | 0.4 | -0.2 |
| FC(F)(F)c1cccc(-c2nc3ccccc3n2C(c2ccccc2)c2nc3ccccc3[nH]2)c1 (stereo not drawn) | 11* | -20 | -56 | 0.2 | 1 | 1.4 | -69 | 9.9* | -2 | 2.8 | . |
| Cc1ccc2ccc(C3C(=O)c4ccccc4C3=O)nc2c1 | 14* | -1 | 1 | 1.8* | 1 | 15* | -2 | 4 | 3 | 2.6 | 0.7 |
| Cc1ccc(CNC(=O)C2CSC3(C)CCC(=O)N23)cc1 (stereo not drawn) | -0.1 | -5 | 4 | -0.9 | -1 | -1.1 | 0 | -3 | -5 | -1.6 | 0.5 |
| CN(C)S(=O)(=O)c1ccc(C(=O)NCC[N+]2(C)CCCCCC2)o1 | 0.9 | -2 | 1 | -0.7 | 0 | -1.0 | -6 | -4 | -5 | -0.1 | 1.6 |
| O=C(CSc1nc2ccccc2o1)NCC1CCCO1 (stereo not drawn) | 1.6 | 0 | 8 | -0.6 | -6 | -1.3 | -2 | -2 | -3 | -0.8 | -0.8 |
| COc1ccc(-c2nc(-c3ccccn3)no2)cc1 | -20 | -1 | -6 | -3.5 | -1 | -7.8 | 0 | -8 | -4 | -2.2 | -6.6 |
| O=C(Nc1cccc(C(=O)N2CCOCC2)c1)C1CCCC1 | -2.2 | -3 | 1 | -0.9 | 8 | -0.5 | 2 | -4 | 5 | 0.9 | -0.5 |
| CC(C)C1NC(=S)N(C2CCCCC2)C1=O (stereo not drawn) | 2.0 | 0 | 1 | 1.2* | 6 | -0.5 | 3 | -2 | -4 | -0.1 | -0.1 |
| CCN1CCN(C(=S)c2ccc(OCC(=O)N3CCOCC3)cc2)CC1 | -0.3 | -6 | 0 | -1.3 | 6 | -0.5 | 0 | -4 | 0 | 0.1 | 0.4 |
| O=C(CSc1nc2ccccc2c(=O)[nH]1)N1CCOCC1 | 2.8 | -2 | 2 | -1.2 | -3 | 0.0 | 3 | -1 | -1 | 0.6 | 0.7 |
| CC(C)(C)NC(=O)NC(=O)COc1ccccc1C#N | 8.9 | -2 | 0 | -0.4 | 4 | 1.7 | 5 | 9.7* | 0 | 3.2 | 5.1* |
| O=C(OCc1ccc(C(=O)c2ccccc2)cc1)c1cccc(-c2nnc(-c3ccccc3)o2)c1 | 5.5 | -4 | 2 | -1.4 | 5 | 1.5 | -1 | 2 | -1 | 0.9 | 2.2 |
| Cc1ccc(CN2CCN(/N=C/c3ccc(C(=O)O)cc3)CC2)cc1 | 0.5 | 2 | 6 | -0.8 | 6 | -0.8 | 3 | 6 | -2 | -0.9 | 0.1 |
| CCOc1ccccc1C1C(C(N)=O)=C(C)Nc2nc(-c3ccc(OC)cc3)nn21 (stereo not drawn) | -4.1 | -8 | -43 | 0.1 | -2 | -1.2 | -61 | 2 | 1 | -0.3 | -0.3 |
| CCOC(=O)c1cc(-c2csc(-c3ccc(C(C)(C)C)cc3)n2)on1 | 0.0 | -2 | 0 | -0.9 | 3 | -1.2 | -9 | 4 | 3 | 0.2 | 2.7 |
| COc1ccc(-c2cn(-c3ccc(C)cc3C)c(=O)[nH]2)cc1OC | 1.3 | -1 | -4 | -1.6 | 6 | -1.9 | -11 | -4 | -3 | -1.0 | -0.9 |

Screens (PubChem BioAssay)

Outcome played no part in choosing rows; overall some 7.4% were active at least once.
